Compound activity (PubChem BioAssay)
miR-122 sensor = blocks miR-122 activity in Huh7 sensor cells; 0.3% of 340,000 active; Huh7 miR-122 Renilla luciferase sensor, 48 h; neutral wells = 0, positive control = 100; activation (reporter increase), % at 12.5 µM; AID 602342;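 active = mean replicate activation score at least 90 and every replicate individually at or above 90; inconclusive = only one of the two criteria met; inactive = neither criterion met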;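 also: higher luciferase means less miR-122 activity so hits act as miR-122 inhibitors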
DENV2 CPE = inhibitors of DENV2 cytopathic effect | DENV2-infected cells, cytopathic effect rescue, plate reader | CPE inhibition, % at 9.99 µM | 1.7% of 350,000 active | AID 651640; in the data active = CPE inhibition above about 20%, passing the limit was not always enough; inconclusive = no clear call, values can overlap the other calls; tested in BHK-21 cells;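 also: 0% = median of neutral control wells and 100% = median of positive control wells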
CFTR F508del cor = correctors of CFTR F508del function in bronchial epithelial cells; AID 720511; activity (quench increase), % at 7.58 µM; CFBE cells, YFP halide quenching; stimulated with forskolin plus potentiator P3; % fluorescence drop versus neutral controls; 0.36% of 350,000 active;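 active = mean added fluorescence quench of at least 8% versus neutral control, with both replicates also reaching 8%; inconclusive = only one of the mean or replicate conditions met; inactive = mean below 8% and not both replicates reaching 8%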;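 also: cells transiently co-express mutant CFTR-F508del with the halide-sensitive YFP; corrector assay measuring rescue of mutant channel to the surface after 24 h compound exposure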
ERp5 inh = inhibitors of human ERp5; Q15084; ERp5 insulin aggregation, absorbance 650 nm, 90 min; inhibition, % at 9.99 µM; 0.05% of 350,000 active; AID 651711;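 active = mean replicate inhibition above about 25%, with every replicate also reaching it, limit read from the data, passing the limit was not always enough; inconclusive = only one of those two criteria met; inactive = neither criterion met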
Target sequence (Q15084 whole entry, looked up): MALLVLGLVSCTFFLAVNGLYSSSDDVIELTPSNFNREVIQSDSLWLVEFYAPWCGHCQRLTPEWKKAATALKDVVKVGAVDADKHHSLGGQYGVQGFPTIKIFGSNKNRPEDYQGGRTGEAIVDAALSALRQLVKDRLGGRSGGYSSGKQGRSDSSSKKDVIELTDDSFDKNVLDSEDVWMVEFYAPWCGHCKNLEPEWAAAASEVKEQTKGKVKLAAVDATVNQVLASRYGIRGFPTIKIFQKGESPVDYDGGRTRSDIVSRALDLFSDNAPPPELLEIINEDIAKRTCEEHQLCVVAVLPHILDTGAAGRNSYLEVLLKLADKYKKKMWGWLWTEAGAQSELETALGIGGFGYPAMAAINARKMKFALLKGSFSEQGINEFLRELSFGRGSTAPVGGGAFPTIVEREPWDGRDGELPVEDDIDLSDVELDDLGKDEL
SIRT5 inh = sirtuin-5 (human) deacylase inhibition; Q9NXA8; Purified SirT5, succinyl-peptide AMC, trypsin-coupled fluorescence; inhibition, % at 15 µM; 1.1% of 330,000 active; AID 652115; in the data active = inhibition above about 15%; inconclusive = no clear call, values can overlap the other calls
Target sequence (Q9NXA8 whole entry, looked up): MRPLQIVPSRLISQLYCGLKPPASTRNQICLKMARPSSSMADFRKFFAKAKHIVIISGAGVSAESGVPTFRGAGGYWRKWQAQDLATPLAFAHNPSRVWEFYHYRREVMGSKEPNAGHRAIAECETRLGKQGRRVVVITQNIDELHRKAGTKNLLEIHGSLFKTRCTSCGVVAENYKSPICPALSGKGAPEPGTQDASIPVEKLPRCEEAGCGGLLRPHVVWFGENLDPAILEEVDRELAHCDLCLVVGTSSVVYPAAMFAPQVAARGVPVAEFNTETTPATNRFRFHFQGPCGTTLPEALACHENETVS
ERAP1 HTS inh = ERAP1 (human) enzyme inhibition | Q9NZ08 | recombinant ERAP1, Leu-AMC fluorescence, 60 min | inhibition, % at 10.7 µM | 0.15% of 340,000 active;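 active = mean replicate inhibition of at least 30%, or all replicates individually reaching that 30% level; inactive = mean below 30% and not every replicate reaching it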;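 also: 0% = neutral control wells and 100% = L-leucinethiol positive control wells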
Casp6 inh = caspase-6 (human) enzyme inhibition | P55212 | purified caspase-6, Z-VEID-R110 cleavage fluorescence | inhibition, % at 12.5 µM | 0.53% of 350,000 active | AID 686996;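 active = mean inhibition across replicates at least about 35%, with every replicate also reaching that limit, limit read from the data; inconclusive = only one of the two criteria met; inactive = neither criterion met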;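 also: 0% = median of neutral control wells and 100% = no fluorescence left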
Target sequence (P55212 24-179 limits assumed): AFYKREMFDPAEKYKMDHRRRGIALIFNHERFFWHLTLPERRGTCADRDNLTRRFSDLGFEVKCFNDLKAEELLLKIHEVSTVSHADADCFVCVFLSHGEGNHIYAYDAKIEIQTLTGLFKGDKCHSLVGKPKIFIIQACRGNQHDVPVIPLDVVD
Target sequence (P55212 194-293 limits assumed): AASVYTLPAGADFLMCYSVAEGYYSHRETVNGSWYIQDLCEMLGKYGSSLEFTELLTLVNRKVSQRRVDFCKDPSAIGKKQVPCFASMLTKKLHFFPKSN
The depositor's hits bear a star; ? = inconclusive; · = no result given; & = joins results of further samples; ! = repeats disagree; [ ] = remark or other dose.

SMILES	miR-122 sensor	DENV2 CPE	CFTR F508del cor	ERp5 inh	SIRT5 inh	ERAP1 HTS inh	Casp6 inh
O=C(Nc1ccc(NC(=O)c2ccco2)c(Cl)c1)c1ccccc1	·	-3.4	0.8	14.3	-1.7	5.6	-0.8
Cc1cc2c(NC(=O)Nc3ccc(C(C)(C)C)cc3)cccc2nn1	·	-11.2	-1.9	-2.1	-1.5	-1.7	1.8
C/C(=N/NC(=O)CNC(=O)c1ccncc1)c1ccco1	-2.0	-0.1	2.0	-2.4	1.0	·	-1.6
COCCn1c(=S)[nH]c2cc(C(=O)NCC3CCCO3)ccc2c1=O (stereo not given)	-4.8	·	-1.6	-2.7	-5.1	0.8	-0.8
CC(C)(C)NC(=O)N1c2ccccc2Sc2ccccc21	·	-2.2	·	0.9	-3.7	-1.7	-11.9
CC1=C(C(=O)N2CCOCC2)CC(CC(=O)NCc2cccc3ccccc23)C(=O)N1Cc1ccc(C(C)(C)C)cc1 (stereo not given)	0.2	3.2	1.9	6.7	2.7	-3.2	5.3
COc1ncc(-c2ccc(N3C(c4ccsc4)=Cc4ccc(F)cc4C3CC(=O)c3ccco3)cc2)cn1 (stereo not given)	·	1.9	3.2	2.1	-2.8	·	-2.8
Cn1c(=O)c2nc(NCc3ccccc3)sc2n(C)c1=O	1.6	4.2	-0.2	-6.6	-1.5	-1.7	-3.7
Cc1c(C(=O)NCc2ccc([N+](=O)[O-])cc2)sc(=O)n1Cc1ccc2c(c1)OCO2	·	-4.7	2.9	-0.1	·	·	4.0
COc1ccccc1-c1ccc2c(c1)O[C@@H](CN(C)Cc1ccc3c(c1)OCO3)[C@@H](C)CN([C@H](C)CO)S2(=O)=O	-0.4[16.7 µM]	-5.0	3.3	0.1	17.2*	0.0	7.1
C[C@H](CO)N1C[C@H](C)[C@H](CN(C)C(=O)Nc2ccc(F)cc2)OCc2ccccc2-c2c(n(C)c3ccccc23)C1=O	31.3	73.4*!	-1.6&0.9	-2.0&-2.8	9.4&-1.3	-1.6&0.6	0.3&2.1
O=C(c1ccco1)N1CCN(C(=S)Nc2ccccc2Cl)CC1	-0.1	0.5	-1.6	1.3	-4.0	-7.3	9.4
Cc1nnsc1-c1nnc(SCC(=O)c2ccc(F)cc2)n1C1CC1	0.5	-1.6	1.5	-1.1	-2.8	1.3	-1.9
COc1ccc(S(=O)(=O)N2CCCCC2)cc1NC(=O)CCNC(=O)c1ccco1	3.4	-4.9	0.3	11.6	-4.4	-1.4	-0.1
C[C@H](O)[C@@H]1CN2CCc3c([nH]c4ccccc34)[C@@H]2C[C@@H]1N(C)CC1CCCCC1	·	11.0	-0.9	0.2	-0.9	4.5	-3.1
COc1ccccc1S(=O)(=O)N(C)C[C@@H]1Oc2cc(C#CCC3CCCC3)ccc2S(=O)(=O)N([C@H](C)CO)C[C@@H]1C	-7.9[16.7 µM]	-1.9	2.7	7.3	0.4	1.7	-0.9
CCC(=O)N1[C@H](C(=O)NC2CCC2)[C@@H](CO)[C@@H]2Cn3c(ccc(C4=CCCCC4)c3=O)[C@@H]21	-5.3[16.7 µM]	-5.7	2.4	-3.8	-10.6	-0.2	0.9
COc1ccc(NC(=O)N[C@H]2CC[C@H](CCNC(=O)Cc3ccncc3)O[C@@H]2CO)cc1	·	-3.4	0.9	-5.7	-1.0	3.5	3.3
COc1ccc(CN(C(=O)c2snc(C(N)=O)c2N)C(C(=O)NC(C)(C)C)c2ccco2)cc1 (stereo not given)	-0.9	-2.6	-3.0	-5.1	-1.3	9.5	4.0
C[C@@H]1CCCCO[C@@H](CN(C)C(=O)Nc2cccc3ccccc23)[C@H](C)CN([C@@H](C)CO)C(=O)c2cc(NC(=O)Nc3ccccc3)ccc2O1	0.9[16.7 µM]	?	0.3	·	·	·	·

Arranged by value in SIRT5 inh (highest first): some entries from above
SMILES	miR-122 sensor	DENV2 CPE	CFTR F508del cor	ERp5 inh	SIRT5 inh	ERAP1 HTS inh	Casp6 inh
CC1=C(C(=O)N2CCOCC2)CC(CC(=O)NCc2cccc3ccccc23)C(=O)N1Cc1ccc(C(C)(C)C)cc1 (stereo not given)	0.2	3.2	1.9	6.7	2.7	-3.2	5.3
O=C(Nc1ccc(NC(=O)c2ccco2)c(Cl)c1)c1ccccc1	·	-3.4	0.8	14.3	-1.7	5.6	-0.8
CC(C)(C)NC(=O)N1c2ccccc2Sc2ccccc21	·	-2.2	·	0.9	-3.7	-1.7	-11.9
O=C(c1ccco1)N1CCN(C(=S)Nc2ccccc2Cl)CC1	-0.1	0.5	-1.6	1.3	-4.0	-7.3	9.4

Back to the main list; the two compounds before the break are reprinted first.
SMILES	miR-122 sensor	DENV2 CPE	CFTR F508del cor	ERp5 inh	SIRT5 inh	ERAP1 HTS inh	Casp6 inh
COc1ccc(CN(C(=O)c2snc(C(N)=O)c2N)C(C(=O)NC(C)(C)C)c2ccco2)cc1 (stereo not given)	-0.9	-2.6	-3.0	-5.1	-1.3	9.5	4.0
C[C@@H]1CCCCO[C@@H](CN(C)C(=O)Nc2cccc3ccccc23)[C@H](C)CN([C@@H](C)CO)C(=O)c2cc(NC(=O)Nc3ccccc3)ccc2O1	0.9[16.7 µM]	?	0.3	·	·	·	·
Cc1c(O)ccc2c(CC(=O)N[C@@H](Cc3c[nH]c4ccccc34)C(=O)O)cc(=O)oc12	·	4.3	-0.5	1.2	1.1	3.0	4.2
CC(C)COc1cccc(-c2cc(C(=O)Nc3ccon3)c3ccccc3n2)c1	1.9	1.8	1.8	0.6	-1.2	-0.2	-8.4
CCc1nnc(NC(=O)C2=CCN(S(=O)(=O)c3ccccc3)CC2)s1	0.4	5.0	0.2	-3.3	-1.6	·	-2.9
O=C(O)C(c1ccccc1)N1C(=O)/C(=C\c2ccc(-c3cccc(Cl)c3)o2)SC1=S (stereo not given)	-7.4	2.1	-0.8	-10.9	43.9*	-22.3	89.6*
COc1ccccc1NS(=O)(=O)c1cc(-c2cnc(C3CC3)o2)ccc1C	·	-3.6	8.3*	-0.2	-1.3	-2.5	1.2
COc1ccccc1NC(=O)CNC(c1ccccc1)c1ccccc1	6.9	-2.2	-0.2	1.0	-2.2	-2.6	2.0
O=C(COC(=O)/C=C/c1cccc(F)c1)NC1CCCCC1	-2.1	?	-2.2	0.6	-6.0	1.6	-0.1
COc1ccc(NC(=O)c2ccc[n+]([O-])c2)cc1	1.7	2.3	-0.3	4.3	2.6	0.2	2.9
COC(=O)C(C)(C)ONC(=O)Nc1ccccc1[N+](=O)[O-]	7.0	5.9	0.1	-5.3	-1.4	0.9	-1.7
Cc1cccc(C)c1NC(=O)Nc1nnc([C@@H]2C[C@H](O)[C@@H](CO)O2)s1	·	2.6	-0.3	0.4	·	-1.1	4.6
C[C@H](CO)N1C[C@H](C)[C@@H](CN(C)C(=O)NC2CCCCC2)OCCCC[C@H](C)Oc2ccc(NC(=O)Nc3ccc(F)cc3)cc2C1=O	-12.0[16.7 µM]	-2.6	-3.7	6.7	8.9	-0.3	0.5
COc1ccc(NC(=O)Nc2cccc3c2O[C@@H](CN(C)S(C)(=O)=O)[C@H](C)CN([C@H](C)CO)C3=O)cc1	-1.1[16.7 µM]	?	-0.1	2.9	-1.8	1.6	2.0
Cc1c(OC(C)C(=O)NC2CC(C)(C)NC(C)(C)C2)ccc2c3c(c(=O)oc12)CCC3 (stereo not given)	-7.0	-2.4	-2.2	-5.4	-1.6	0.7	2.7
COC(=O)CCC(=O)OC1(C)C(=O)C=C2C=C(C3CC3)N(CCN3CCOCC3)C=C2C1=O (stereo not given)	5.8	-13.3	2.9	6.3	·	3.4	19.1
COc1ccccc1NC(=O)NC1CCCCCCC1	-3.4	-1.6	1.5	-1.6	-1.1	-4.7	-2.4
O=C(O)CC(CC(=O)N1CCN(C(=O)c2ccco2)CC1)c1ccccc1 (stereo not given)	1.0	-7.1	-3.1	-1.2	1.3	1.0	8.4
CC(C)N1CC(COc2ccc(Cl)cc2Cl)OC1=O (stereo not given)	-1.9	-1.7	-4.3	7.0	-6.7	15.6	·
Cc1ccc2c(Cl)cc(Cl)c(OCC(=O)O)c2n1	-3.2	2.5	0.6	3.7	-2.7	-6.3	-0.3
COC(=O)c1ccc(CNC(=O)COC(=O)CCC(=O)c2ccc(F)cc2)cc1	-3.4	5.4	1.7	10.8	0.5	5.8	0.0
O=C(c1ccc(OC2CCN(CCc3ccccc3)CC2)cc1)N1CCCC(O)C1 (stereo not given)	1.1	4.5	-0.8	-4.2	-1.0	-2.3	-0.7
COc1ccc(CCC(=O)Nc2cccc(S(=O)(=O)N(C)C)c2)cc1OC	32.4	-7.7	-2.0	2.2	3.1	-3.1	-4.4
Cc1cc(C)c(C#N)c(N2CCC(C(N)=O)CC2)n1	·	-6.9	3.4	5.8	-7.8	9.6	-0.6
Cc1ccc(S(=O)(=O)N2C[C@H]3N(C(=O)OC(C)C)N(C(=O)OC(C)C)C[C@H](OC(=O)Nc4cccs4)[C@@]3(O)C2)cc1	2.3	9.9	-1.4	-1.9	-6.1	-4.5	6.5
COCCCNC(=O)c1cn(C)c(=O)c2c1c1ccccc1n2C	0.6	-5.0	·	0.7	-4.3	-3.1	0.5
COc1ccccc1CNC(=O)COC(=O)c1c(C)nn(-c2ccccc2)c1Cl	·	-0.8	-1.2	1.5	-1.2	3.7	-0.5
Cc1noc(C)c1NC(=O)N[C@H]1CC[C@@H](CCNC(=O)C2CCCCC2)O[C@@H]1CO	·	-1.9	1.1	3.0	2.0	3.1	-1.6
C[C@@H]1CN([C@@H](C)CO)C(=O)c2cccc(NC(=O)c3ccc(-c4nccs4)cc3)c2O[C@@H]1CN(C)C(=O)Nc1ccc2c(c1)OCO2	4.2[16.7 µM]	-11.2	2.5	7.1	11.1	-0.1	-1.6
COc1ccc(CNC(=O)c2cc(S(=O)(=O)N3CCCCC3)ccc2Cl)cc1OC	-5.4	10.3	-0.7	0.9	0.8	-0.2	12.2
C/C=C/c1ccc([C@H]2[C@@H](CO)N(C(=O)CN(C)C)[C@@H]2CNC(=O)CC)cc1	·	17.7	-1.8	1.8	-9.2	0.5	1.6
CCOc1ccc(NC(=O)CC2C(=O)N(CC)C(=S)N2NC(=O)c2ccncc2)cc1 (stereo not given)	·	-7.5	-0.8	-5.7	-1.7	-0.7	-4.5
COc1cccc(OC)c1C(=O)Nc1ccc2nc(C)c(C)nc2c1	-2.6	0.7	-1.8	-1.3	-3.2	-5.0	-1.2
CC(C)C(C(=O)NCc1ccccc1)N1CCN(c2ccccc2F)CC1 (stereo not given)	·	10.6	-2.0	6.1	-2.4	·	-2.1
Cc1cc(SCC(=O)c2ccccc2)n2ncc(-c3ccccc3)c2n1	·	-4.0	0.2	0.4	-1.9	1.0	2.3
C[C@@H]1CN([C@@H](C)CO)C(=O)c2cccc(NC(=O)C3CCOCC3)c2O[C@@H]1CN(C)Cc1ccc(C(=O)Nc2ccccc2N)cc1	·	12.3	-1.7	2.4	-0.6	2.1	-0.9
CC(C)CN(C(=O)c1ccc(Br)o1)C1CCS(=O)(=O)C1 (stereo not given)	·	2.6	-0.7	1.8	0.6	1.9	-3.6
CCN(C(=O)c1ccc2c(c1)OCO2)C1CCS(=O)(=O)C1 (stereo not given)	0.3	8.0	-0.1	-2.3	-2.9	-0.3	-2.3
O=c1cnn(Cc2ccc(F)cc2)c2ccccc12	·	1.6	-0.4	1.9	1.9	-1.9	-0.9
CCN(C[C@@H]1[C@@H](c2ccccc2)[C@@H](CO)N1C(=O)C1CC1)C(=O)NC1CCCC1	-24.3[16.7 µM]	6.4	2.1	-3.8	-4.0	-1.1	-3.8
O=C(C[C@H]1C=C[C@@H](NC(=O)C2CCC2)[C@H](CO)O1)NC1CCCCC1	·	-4.9	0.4	-3.2	-0.4	-0.1	1.9
C[C@H]1CN([C@@H](C)CO)C(=O)c2cc(NC(=O)Nc3cccc4ccccc34)ccc2O[C@@H]1CN(C)Cc1ccc(-c2ccccc2)cc1	7.2[16.7 µM]	-8.3&16.9	5.7&4.8	-4.5&-2.2	6.7	-5.4&-4.1	-1.5
